M1 PAM parental – M1 PAM counterscreen hit in parental CHO-K1 cells; ATP EC20, Fluo-8 calcium fluorescence; 0% at ATP EC20, 100% at ATP max; activation, % at 3 µM; 360,000 compounds, 0.02% hits; AID 602247;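 active means activation above the run cutoff, the mean activation of all test compounds plus 3 SD, cut at about 40% in these data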;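 further: peak over basal fluorescence ratio in a 140 s read after ATP addition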
TAAR1 antagonist – human TAAR1 antagonism | Q96RJ0 | CHO RD-HGA16 TAAR1, Fluo-8 calcium fluorescence, antagonist | inhibition, % at 3 µM | 360,000 compounds, 1.5% hits | AID 624466;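 active means inhibition above a per-plate cutoff, the mean inhibition of test compounds on that plate plus 3 SD, cut at about 49% in these data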;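 further: 0% = DMSO plus EC80 beta-PEA response and 100% = DMSO alone without agonist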
Target sequence (Q96RJ0 whole entry, looked up): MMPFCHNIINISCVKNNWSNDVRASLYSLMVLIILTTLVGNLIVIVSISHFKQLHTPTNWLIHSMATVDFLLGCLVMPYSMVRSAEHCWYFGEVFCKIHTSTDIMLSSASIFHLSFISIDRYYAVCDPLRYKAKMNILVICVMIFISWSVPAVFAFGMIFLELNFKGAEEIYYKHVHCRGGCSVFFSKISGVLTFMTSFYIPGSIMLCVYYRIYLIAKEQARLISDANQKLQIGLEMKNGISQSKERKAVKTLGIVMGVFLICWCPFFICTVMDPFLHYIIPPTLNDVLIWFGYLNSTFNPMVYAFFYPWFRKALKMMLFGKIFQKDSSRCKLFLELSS
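Assay system: RD-HGA16 CHO cells with stable hTAAR1 and Gα16 / Reagent: EC80 β-phenethylamine stimulus / Doses: 3 µM, single point / Timing: dye loading 75 min at 37 °C, then 30 min room temperature / Measured by: Fluo-8 intracellular calcium dye fluorescence, real-time kinetic reads / Controls: vehicle wells and EC80 agonist wells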
CHO-K1 Ca ag – nonselective activator or artifact in parental CHO-K1 cells; Fluo-8 calcium fluorescence; scaled to maximal ATP response, vehicle zero; activation, % at 3 µM; 360,000 compounds, 0.48% hits; in the data active means activation above about 15%;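 further: untransfected CHO-K1 host cells lacking M1 receptor as counterscreen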
TAAR1 agonist – agonists of human TAAR1. activation, % at 3 µM. CHO RD-HGA16 TAAR1, Fluo-8 calcium fluorescence; vehicle wells 0%, saturating PEA agonist 100%. AID 624467. 360,000 compounds, 0.99% hits;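 active means activation above the mean activation of all test compounds in the run plus 3 SD, cut at about 38% in these data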
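Test system: RD-HGA16 (CHO) cells co-expressing Gα16 and hTAAR1 | Doses: Single dose, 3 µM | Schedule: 17-24 h seeding, 75 min 37 °C dye, 30 min RT | Evaluation: % activation from peak over basal fluorescence ratio, DMSO-to-PEA scaled | Technique: Kinetic Fluo-8 calcium fluorescence | Benchmarks: Low control DMSO, high control PEA (EC100)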
CHO-K1 Ca antag – counter-screen for M1 antagonists: effect in parental CHO-K1 cells; inhibition, % at 3 µM; 360,000 compounds, 0.6% hits; ATP-induced calcium, Fluo-8 fluorescence;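 active means inhibition above a per-plate cutoff, the plate's mean sample inhibition plus 3 SD, cut at about 24% in these data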;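 further: 0% = DMSO plus EC80 ATP and 100% = DMSO alone without ATP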
CHO parental Ca – counter-screen for OX1R antagonists: effect in parental CHO cells; inhibition, % at 5.6 µM; 330,000 compounds, 0.63% hits; parental CHO-K1, ATP-induced calcium, Fluo-8 fluorescence; AID 463079;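 active means inhibition above that plate's mean sample inhibition plus 3 SD, cut at about 26% in these data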;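 further: 0% = ATP-challenged DMSO wells and 100% = DMSO wells without ATP; some compounds past the cut are filed as inactive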
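test system = CHO parental line | reagent = ATP stimulus | measured by = intracellular calcium via Fluo-8 no-wash fluorescent dye | control set = ATP and no-ATP DMSO wells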
M1 ag – agonists of human M1 muscarinic receptor. P11229. 360,000 compounds, 0.33% hits. CHO-K1 hM1, Fluo-8 calcium fluorescence, agonist mode; 0% DMSO, 100% acetylcholine EC100. activation, % at 3 µM. AID 588814;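 active means activation above the run's mean compound activation plus 3 SD, cut at about 16% in these data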;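 further: peak over basal fluorescence ratio within a 140 s kinetic read after compound addition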
Target sequence (P11229 whole entry, looked up): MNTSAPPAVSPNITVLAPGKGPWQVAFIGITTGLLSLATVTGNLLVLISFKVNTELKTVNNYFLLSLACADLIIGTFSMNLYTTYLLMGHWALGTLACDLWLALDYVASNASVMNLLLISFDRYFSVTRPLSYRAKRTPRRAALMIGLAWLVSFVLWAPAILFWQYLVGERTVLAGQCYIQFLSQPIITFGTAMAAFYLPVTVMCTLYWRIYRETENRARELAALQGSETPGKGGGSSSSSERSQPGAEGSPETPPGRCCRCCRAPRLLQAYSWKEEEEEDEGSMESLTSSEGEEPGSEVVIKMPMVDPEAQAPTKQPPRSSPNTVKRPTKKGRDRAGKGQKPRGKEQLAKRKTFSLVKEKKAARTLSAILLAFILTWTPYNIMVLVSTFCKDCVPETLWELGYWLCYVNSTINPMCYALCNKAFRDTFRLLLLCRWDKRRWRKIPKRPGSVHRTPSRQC
M1 PAM – potentiates human M1 receptor response to acetylcholine | activation, % at 3 µM | CHO-K1 hM1, Fluo-8 calcium fluorescence, ACh EC20; 0% = ACh EC20, 100% = maximal ACh | P11229 | 360,000 compounds, 0.088% hits; in the data active means activation above about 19%, passing the limit was not always enough
CHRM1 antagonist – blocks human M1 muscarinic receptor | P11229 | CHO-K1 hM1, Fluo-8 calcium fluorescence, ACh EC80 antagonist | inhibition, % at 3 µM | 360,000 compounds, 1.3% hits | AID 588852;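 active means percent inhibition above its own plate's cutoff, namely the mean of that plate's compound wells plus 3 SD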;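 further: peak over basal fluorescence ratio during 140 s after agonist addition; 0% = ACh EC80 plus DMSO and 100% = DMSO alone without agonist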
Numbers without * were called inactive; · = not tested or not shown.

Assay codes – A = M1 PAM parental; B = TAAR1 antagonist; C = CHO-K1 Ca ag; D = TAAR1 agonist; E = CHO-K1 Ca antag; F = CHO parental Ca; G = M1 ag; H = M1 PAM; I = CHRM1 antagonist
> COc1cccc(CCNC(=O)c2ccc(OC)c(OC3CCN(C(C)C)CC3)c2)c1
  A = 9 | B = -27 | C = 0.6 | D = 1 | E = -17 | F = -13 | G = -5 | H = 4 | I = -7
> N#CN=C1SCCS1
  A = 17 | B = -5 | C = 0.1 | D = 6 | E = -4 | F = -6 | G = -2 | H = 6 | I = -15
> CCN(c1ccccc1)S(=O)(=O)c1ccc(Cl)c(NC(=O)CN(C)Cc2cccc(F)c2)c1
  A = 13 | B = 6 | C = -0.2 | D = 1 | E = -13 | F = · | G = -2 | H = -3 | I = 5
> Cc1cccc(NC(=O)CCC2CCN(C(=O)C3CC=CCC3)CC2)c1 (stereo unspecified)
  A = 6 | B = -9 | C = 2.6 | D = -1 | E = -11 | F = -9 | G = -1 | H = 9 | I = -10
> Cc1ccc(NC(=O)CSc2nnc(-c3ccncc3)n2C)cc1C
  A = 20 | B = 5 | C = 0.6 | D = 6 | E = -11 | F = -6 | G = -6 | H = 1 | I = 3
> COC(C(=O)N1CCC(CCC(=O)Nc2ccccc2)CC1)c1ccccc1 (stereo unspecified)
  A = 3 | B = -10 | C = 1.0 | D = 0 | E = -5 | F = 7 | G = -2 | H = 1 | I = -1
> Cc1oc(-c2ccc(Cl)cc2)nc1CS(=O)CC(=O)NC1CC1 (stereo unspecified)
  A = 24 | B = -13 | C = -0.3 | D = 0 | E = -14 | F = -6 | G = -3 | H = 10 | I = -14
> COc1cc(/C=N/NC(=O)C[n+]2ccccc2)cc(OC)c1OC(C)=O
  A = 3 | B = -2 | C = 0.3 | D = 0 | E = -3 | F = -1 | G = -3 | H = 2 | I = -12
> Cc1ccc(CN(c2ccc(C(=O)Nc3ccc4c(c3)OCO4)cc2)S(C)(=O)=O)cc1
  A = 17 | B = 16 | C = 1.9 | D = 17 | E = 1 | F = -9 | G = 1 | H = -2 | I = 10
> CC(=O)OC[C@@H]1CN(Cc2ccccc2)C[C@H](n2cnc3c(NCc4ccc(F)cc4)ncnc32)O1
  A = 10 | B = 9 | C = 4.7 | D = 6 | E = -8 | F = · | G = -1 | H = 10 | I = -16
> COc1ccc(OCc2cc(C(=O)N3CCCCCC3)no2)c(Cl)c1
  A = 13 | B = -16 | C = 1.8 | D = 2 | E = -9 | F = -11 | G = -2 | H = 14 | I = -15
> COc1ccc(OCC(=O)Nc2ccccc2Cl)cc1
  A = 8 | B = -16 | C = 0.6 | D = 0 | E = -12 | F = -5 | G = -4 | H = 3 | I = -4
> Cc1nc(Oc2ccccc2)c2ccccc2n1
  A = 24 | B = 1 | C = 0.9 | D = 2 | E = -17 | F = -9 | G = 4 | H = 3 | I = 5
> Cc1ccc(C2(C)NC(=O)N(CC(=O)Nc3ccc4c(c3)OCO4)C2=O)cc1 (stereo unspecified)
  A = -1 | B = 7 | C = 1.6 | D = 17 | E = 0 | F = -3 | G = 5 | H = 6 | I = -8
> O=C(/C=C/c1cccc([N+](=O)[O-])c1)c1ccco1
  A = 2 | B = -2 | C = 0.6 | D = 3 | E = 3 | F = -10 | G = -2 | H = 4 | I = -3
> CCOC(=O)CN1C(=O)N[C@@H](c2ccc(Br)cc2)C(C(=O)OC)=C1C
  A = 14 | B = 23 | C = 0.7 | D = 2 | E = -13 | F = -35 | G = 1 | H = 14 | I = -17
> CC1(C)CC[C@]2(C(=O)O)CC[C@]3(CO)C(=CCC4[C@@]5(C)C[C@H](O)[C@H](O)[C@@](C)(C(=O)O)C5CC[C@]43C)[C@@H]2C1 (stereo partly specified)
  A = 1 | B = 4 | C = -0.2 | D = 6 | E = -16 | F = -8 | G = 8 | H = 27* | I = -8
> CCOC(=O)C(CCc1nnc(N)s1)C(=O)OCC
  A = 2 | B = -1 | C = 0.6 | D = 3 | E = -1 | F = -7 | G = 7 | H = 22 | I = -32
> O=C(c1cccc(NS(=O)(=O)c2ccccc2)c1)N1CCN(c2ccccc2)CC1
  A = -2 | B = -7 | C = 3.1 | D = 5 | E = 1 | F = -17 | G = 2 | H = 9 | I = -3
> O=C(CSc1ncnc2ccccc12)Nc1cccc(S(=O)(=O)N2CCCC2)c1
  A = 10 | B = 11 | C = 7.2 | D = 8 | E = -3 | F = 26 | G = -9 | H = -14 | I = 3
> Cc1ccc2cc(CN(CCCN(C)C)C(=S)NCc3ccccc3)c(=O)[nH]c2c1C
  A = -10 | B = -14 | C = 1.4 | D = 6 | E = -14 | F = -17 | G = -6 | H = 5 | I = 0
> COc1ccc(OC)c(NC(=S)NCc2cccnc2)c1
  A = 2 | B = -9 | C = 0.4 | D = 5 | E = 2 | F = -8 | G = -4 | H = 7 | I = -4
> O=C(OCCN1C(=O)c2ccccc2C1=O)c1cc2ccccc2o1
  A = 18 | B = 23 | C = 6.3 | D = 22 | E = -14 | F = -12 | G = -5 | H = 5 | I = -6
> Fc1ccccc1CCNc1c2c(nc3ncnn13)CCCC2
  A = -4 | B = 1 | C = 12 | D = 30 | E = -7 | F = -2 | G = 3 | H = -6 | I = 11
> Cc1cc(C)c(S(=O)(=O)N2CCN(S(=O)(=O)N3CCCCCC3)CC2)c(C)c1
  A = 7 | B = -15 | C = 0.4 | D = -2 | E = -11 | F = -9 | G = -2 | H = 3 | I = 0
> CC(C)(Oc1ccc(Cl)cc1)C(=O)NCCN1C(=O)S/C(=C/c2cccnc2)C1=O
  A = 6 | B = -14 | C = 3.4 | D = 7 | E = -8 | F = -33 | G = -4 | H = 1 | I = 1
> O=C(CSc1nnc(-c2cccs2)n1C1CC1)NCC1CCCO1 (stereo unspecified)
  A = 23 | B = 15 | C = 0.2 | D = 13 | E = -18 | F = -6 | G = -9 | H = -3 | I = 0

Not a retest: six of the compounds above.
Assay codes – A = M1 PAM parental; B = TAAR1 antagonist; C = CHO-K1 Ca ag; D = TAAR1 agonist; E = CHO-K1 Ca antag; F = CHO parental Ca; G = M1 ag; H = M1 PAM; I = CHRM1 antagonist
> N#CN=C1SCCS1
  A = 17 | B = -5 | C = 0.1 | D = 6 | E = -4 | F = -6 | G = -2 | H = 6 | I = -15
> CCN(c1ccccc1)S(=O)(=O)c1ccc(Cl)c(NC(=O)CN(C)Cc2cccc(F)c2)c1
  A = 13 | B = 6 | C = -0.2 | D = 1 | E = -13 | F = · | G = -2 | H = -3 | I = 5
> Cc1cccc(NC(=O)CCC2CCN(C(=O)C3CC=CCC3)CC2)c1 (stereo unspecified)
  A = 6 | B = -9 | C = 2.6 | D = -1 | E = -11 | F = -9 | G = -1 | H = 9 | I = -10
> Cc1ccc(NC(=O)CSc2nnc(-c3ccncc3)n2C)cc1C
  A = 20 | B = 5 | C = 0.6 | D = 6 | E = -11 | F = -6 | G = -6 | H = 1 | I = 3
> COC(C(=O)N1CCC(CCC(=O)Nc2ccccc2)CC1)c1ccccc1 (stereo unspecified)
  A = 3 | B = -10 | C = 1.0 | D = 0 | E = -5 | F = 7 | G = -2 | H = 1 | I = -1
> Cc1oc(-c2ccc(Cl)cc2)nc1CS(=O)CC(=O)NC1CC1 (stereo unspecified)
  A = 24 | B = -13 | C = -0.3 | D = 0 | E = -14 | F = -6 | G = -3 | H = 10 | I = -14
